# Assay outcomes: PubChem, several laboratories
# Salmonella PhoP GFP: PhoP-dependent GFP reporter repression – Salmonella Typhimurium, primary screen (AID 1863); S. Typhimurium PhoP-regulated promoter GFP reporter, 4 h; higher % means a stronger effect; one-dose inhibition, % at 50 µM; IC50 in µM for titrated hits; hit rate 0.16% among 300,000;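 active = inhibition over 29.93%, a cutoff 3 SD above the screen mean, later confirmed by dose response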;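 also: 0% = low Mg2+ inducing control and 100% = high Mg2+ repressing control; strong numbers were not always called active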
# HIV fusion peptide: inhibitors of HIV fusion peptide binding, primary screen, biochemical, uHTS, fluorescence dequenching (AID 1986). hit rate 0.3% among 290,000. cell-free peptide binding, fluorescence dequenching, 30 min; higher % means a stronger effect. one-dose inhibition, % at 20 µM; IC50 in µM for titrated hits; in the data active = inhibition mostly above about 52%, no sharp cut-off; inactive = mostly below about 76%; also: some results filed as inactive read as strong as hits
# KOR beta-arrestin-1: kappa opioid receptor activators – cell-based, luminescence, uHTS, primary screen (AID 1777). KOR beta-arrestin recruitment, luminescence; higher % means a stronger effect. activation, % at 10 µM; hits with a dose series show EC50 in µM. hit rate 0.02% among 280,000; in the data active = activation above about 50%, passing the limit was not always enough; also: a part of the inactive calls stands beside numbers as strong as those of hits
# KOR beta-arrestin-2: kappa opioid receptor blockers – cell-based, luminescence, uHTS (AID 1778); KOR beta-arrestin recruitment, luminescence, antagonist mode; higher % means a stronger effect; inhibition, % at 10 µM, or IC50 in µM where a hit was titrated; hit rate 0.091% among 290,000; also: strong numbers were not always called active
# NOD1 NF-kB reporter: NOD1 signaling inhibitors, primary screen, cell-based, luminescence, uHTS (AID 1578); inhibition, % at 4 µM; hits with a dose series show EC50 in µM; NOD1-driven NF-kB luciferase reporter cells, luminescence; higher % means a stronger effect; hit rate 1% among 290,000; in the data active = inhibition mostly above about 36%, no sharp cut-off; inactive = mostly below about 34%;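 also: HEK-293T reporter cells stimulated with the NOD1 agonist gamma-tri-DAP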
# Myeloid diff 2: compounds promoting myeloid differentiation. ER-HoxA9 myeloid progenitors, lysozyme-GFP differentiation, flow cytometry. calls only at 10 µM. hit rate 1% among 360,000;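 active = normalized GFP-positive differentiation at or above the plate's own cutoff, the solvent-only control mean plus 3 SD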;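 also: cells exposed to compound for four days before flow analysis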
# LYP inhibition: PTPN22 lymphoid phosphatase activity blockers – biochemical, fluorescence intensity, uHTS (AID 1779); hit rate 0.054% among 290,000; recombinant LYP phosphatase, fluorescence intensity; higher % means a stronger effect; inhibition, % at 11.5 µM, or IC50 in µM where a hit was titrated;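 also: plate controls were vehicle with enzyme for no effect and no enzyme for full effect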
# NOD2 inhibition: inhibition of NOD2-driven NF-kB reporter – cell-based, luminescence, uHTS, HEK293 (AID 1566). HEK293 NOD2/NF-kB luciferase reporter, luminescence; higher % means a stronger effect. one-dose inhibition, % at 4 µM; EC50 in µM for titrated hits. hit rate 0.63% among 290,000; also: many of its hits are not listed in these tables
# SIAH1 antagonists: Siah-1 peptide-binding antagonists, primary screen, biochemical, fluorescence polarization, rhodamine-plectin, uHTS (AID 1817) | Siah-1 / rhodamine-plectin peptide fluorescence polarization; higher % means a stronger effect | displacement, % at 20 µM; hits with a dose series show IC50 in µM | hit rate 0.02% among 290,000;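 active = displacement of at least 50% at 20 µM, with a fluorescence ratio check between 0.3 and a set limit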;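 also: plate controls were Siah plus tracer with DMSO for no effect and tracer alone without Siah for full effect; strong numbers were not always called active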
# Myeloid diff 2 GFP+ MAC1+ %: also measured in Myeloid diff 2; calls as there; GFP+ MAC1+ double positive, %; measured here: differentiation confirmed by MAC1 staining
# Active calls of the source: *; i = inactive; / = not tested or not shown; + = active, no number; [ ] = remark or other dose. Rule as the data show it, unless noted: active = inhibition above about 50%; inactive = the rest. Some of the compounds tested, so the mix of outcomes need not match the whole.
SMILES,Salmonella PhoP GFP,HIV fusion peptide,KOR beta-arrestin-1,KOR beta-arrestin-2,NOD1 NF-kB reporter,Myeloid diff 2,Myeloid diff 2 GFP+ MAC1+ %,LYP inhibition,NOD2 inhibition,SIAH1 antagonists
CC(=O)Nc1cc(-c2nn(C)c(=O)c3ccccc23)ccc1N1CCOCC1,-3%,-0.6%,4.5%,6%,-19%,i,0.5,-3%,10%,2%
O=C(O)c1cccnc1Nc1ccc(Cl)cc1,-10%,7.7%,-3.0%,-4%,-42%,+,3.6*,-9%,-40%,-1%
CCn1c(-c2nonc2NC(=O)c2ccccc2)nc2ccccc21,-5%,1.6%,12%,-24%,-22%,i,0.4,-7%,5%,8%
CC1CCN(CC(=O)c2c[nH]c3ccccc23)CC1,10%,1.9%,-3.2%,9%,-13%,i,0.0,-8%,-8%,5%
CN1CCC(N(C)S(=O)(=O)c2ccc(Cl)cc2)CC1,-1%,0.8%,-0.3%,-42%[20 µM],45%,i,0.9,-8%,21%,-5%
Cn1ncc(Cl)c1C(=O)N1CCN(C23CC4CC(CC(C4)C2)C3)CC1,-9%,-1.3%,8.5%,9%,-13%,i,1.8,-5%,-30%,-5%
Cc1ccc(NS(=O)(=O)c2cc3c4c(cccc4c2)C(=O)NC3=O)cc1C,-10%,9.1%,-3.0%,-2%,6%,+,1.4*,4%,20%,1%
N#CC1=C(N)C(C#N)(C#N)C(c2cccnc2)C2CCCC=C12 (stereo not drawn),-6%,-1.4%,-8.9%,10%,53%,/,/,-11%,32%,-1%
CCCOC(=O)c1c(NC(=O)C2C3C=CC(C3)C2C(=O)O)sc2c1CCC(C)C2 (stereo not drawn),/,11%,-1.1%,11%[20 µM],-24%,i,0.3,4%,21%,0%
Cc1cc(F)ccc1S(=O)(=O)N1CCCOC1CNC(=O)C(=O)NCc1ccccn1 (stereo not drawn),-6%,-0.5%,-3.2%,6%,-23%,i,0.8,-11%,5%,-1%
Cc1ccccc1C(CC(=O)c1cccs1)C(C#N)C#N (stereo not drawn),5%,5.1%,-1.5%,17%,85%*,i,1.0,8%,19%,-3%
Cc1c(NC(=O)CSc2nnnn2-c2ccc(O)cc2)c(=O)n(-c2ccccc2)n1C,1%,3.9%,-4.2%,8%,-10%,i,1.0,-2%,0%,1%
COc1cc(CN2CCCC(C(=O)Nc3ccccc3Oc3cccnc3)C2)ccc1F (stereo not drawn),15%,-0.8%,-5.0%,-23%,23%,i,2.4,-14%,-3%,-6%
COc1ccc(NS(=O)(=O)c2c(C)n(C)c(=O)n(C)c2=O)cc1OC,-1%,3.8%,0.6%,-23%,10%,i,0.9,-3%,9%,0%
CC(=O)Nc1ccc(S(=O)(=O)N2CCN(CC3CC4C=CC3C4)CC2)cc1 (stereo not drawn),4%,-2.5%,-0.4%,10%,23%,i,0.4,-9%,-9%,2%
O=C1NC2(CCCCC2)C(=O)N1/N=C/c1ccc(O)cc1O,14%,-1.0%,-5.3%,-33%,-5%,+,9.4*,-14%,-6%,-10%
COc1ccc(C(=O)NCC(=O)N2CCNC(=O)C2)cc1OC,9%,-1.8%,2.3%,-8%,1%,i,0.0,-9%,1%,-4%
O=C(NCc1ccco1)C(c1ccccc1F)N(Cc1cccnc1)C(=O)Cn1nnc2ccccc21 (stereo not drawn),-3%,1.7%,6.7%,-27%,-16%,i,0.7,-3%,-7%,-4%
Cc1nn(Cc2ccccc2Cl)c(C)c1NC(=O)C1C2CCC(O2)C1C(=O)O (stereo not drawn),-3%,-2.4%,-2.5%,-26%,-9%,/,/,-3%,14%,-4%
CC(C)(C)C(=O)Nc1ccc(-c2cnco2)cc1,-7%,0.4%,1.2%,-11%,-6%,i,0.3,-9%,3%,3%

# Entries above printed as active in NOD1 NF-kB reporter.
SMILES | Salmonella PhoP GFP | HIV fusion peptide | KOR beta-arrestin-1 | KOR beta-arrestin-2 | NOD1 NF-kB reporter | Myeloid diff 2 GFP+ MAC1+ % | LYP inhibition | NOD2 inhibition | SIAH1 antagonists
Cc1ccccc1C(CC(=O)c1cccs1)C(C#N)C#N (stereo not drawn) | 5% | 5.1% | -1.5% | 17% | 85%* | 1.0 | 8% | 19% | -3%

# (cont.)
SMILES,Salmonella PhoP GFP,HIV fusion peptide,KOR beta-arrestin-1,KOR beta-arrestin-2,NOD1 NF-kB reporter,Myeloid diff 2,Myeloid diff 2 GFP+ MAC1+ %,LYP inhibition,NOD2 inhibition,SIAH1 antagonists
O=C(Oc1ccc([N+](=O)[O-])cc1)c1ccc(Cl)c(S(=O)(=O)N2CCCCC2)c1,17%,0.4%,1.9%,-14%,18%,/,/,-2%,13%,-3%
CC(C)(C)NC(=O)CN(CCN1CCOCC1)C(=O)CNS(=O)(=O)c1ccc(Cl)cc1,6%,-0.3%,1.9%,-16%,-22%,i,0.6,-6%,-7%,2%
CCOC(=O)N1CCC(NC(=O)c2ccc(CS(=O)(=O)c3c(Cl)cccc3Cl)o2)CC1,-14%,0.9%,-1.9%,27%,-16%,i,0.5,0%,12%,0%
COCCC(=O)N1CCC(n2nccc2NC(=O)c2ccccc2C)CC1,0%,1.0%,-2.6%,-17%,-20%,i,0.7,-6%,10%,4%
COc1ccc(CCN(C)C(=O)CCc2nnc(-c3ccccc3)o2)cc1OC,6%,-0.5%,/,-28%[20 µM],-55%,i,0.6,-6%,-137%,17%
O=C(Nc1ccc(F)cc1F)N1CCCC(c2nc(-c3ccc(F)cc3)no2)C1 (stereo not drawn),2%,1.6%,/,-13%[20 µM],-32%,i,0.3,-2%,-3%,11%
O=C(/C=C/c1ccccc1)OCN1C(=O)c2ccccc2C1=O,-3%,0.0%,-3.9%,-7%,-2%,i,0.3,-3%,-2%,9%
COc1ccccc1C1/C(=C(/O)c2ccc(C)cc2)C(=O)C(=O)N1CCN1CCOCC1 (stereo not drawn),6%,1.3%,0.2%,30%,-15%,i,0.7,-5%,8%,4%
COc1ccc(C2/C=C\CN(C(=O)C3CCCC3)[C@H](Cc3ccccc3)C(=O)N2Cc2ccc(F)cc2)cc1 (stereo partly drawn),0%,2.0%,-0.6%,27%,-4%,i,2.5,5%,-13%,0%
N#CCSc1nnc(CNc2cccc(Cl)c2)o1,12%,0.6%,0.5%,-1%,8%,i,5.8,-4%,0%,1%
CC(C)(C)Sc1ccc2nc3c(n2c1)CCCC3,0%,-1.6%,1.3%,7%,28%,i,0.2,-3%,23%,0%
Cc1ccc(NC(=O)CCSCCC(=O)Nc2ccc(C)c(C)c2)cc1C,-11%,5.2%,0.7%,18%,6%,i,0.7,-3%,-6%,-2%
COCCSc1ccccc1C(=O)Nc1nncs1,-5%,-1.8%,-2.0%,12%,-2%,i,1.0,-1%,-6%,-5%
Clc1ccc(OCCn2ccnc2)c(Br)c1,49%,0.6%,-1.4%,-15%,-8%,i,0.9,-3%,14%,1%
COc1ccc(/C(C)=N/NC(=S)NCc2ccco2)cc1,19%,0.3%,1.1%,-15%,-34%,i,0.2,2%,10%,4%
Cc1cc(C)n(CCC(=O)N/N=C/c2ccc(O)cc2)n1,5%,0.2%,10%,10%,19%,i,0.3,-4%,-16%,0%
CC1CCCC(C)N1CC(O)COc1ccc(Cl)cc1 (stereo not drawn),-7%,-2.3%,3.5%,-1%,4%,i,1.0,-10%,-18%,-4%
Cc1nnc(SCC2=C(C(=O)O)N3C(=O)C(NC(=O)Cn4ncc(Cl)c4C)C3SC2)s1 (stereo not drawn),4%,20%,4.3%,10%,-10%,i,0.4,-8%,1%,0%
CCC1(c2ccc(F)cc2)NC(=O)N(CC(=O)Nc2ccc(S(N)(=O)=O)cc2)C1=O (stereo not drawn),-1%,-0.6%,-4.5%,2%,-10%,i,0.3,-1%,22%,17%
C=CCOc1ccc(/C=C/C(=O)OCC(=O)NCCC2=CCCCC2)cc1,-6%,1.6%,-1.1%,1%,-29%,i,1.0,-5%,-11%,1%

# Compound profiles (already shown).
# N#CCSc1nnc(CNc2cccc(Cl)c2)o1 reads Salmonella PhoP GFP: 12%; HIV fusion peptide: 0.6%; KOR beta-arrestin-1: 0.5%; KOR beta-arrestin-2: -1%; NOD1 NF-kB reporter: 8%; Myeloid diff 2: i; Myeloid diff 2 GFP+ MAC1+ %: 5.8; LYP inhibition: -4%; NOD2 inhibition: 0%; SIAH1 antagonists: 1%
# O=C(/C=C/c1ccccc1)OCN1C(=O)c2ccccc2C1=O reads Salmonella PhoP GFP: -3%; HIV fusion peptide: 0.0%; KOR beta-arrestin-1: -3.9%; KOR beta-arrestin-2: -7%; NOD1 NF-kB reporter: -2%; Myeloid diff 2: i; Myeloid diff 2 GFP+ MAC1+ %: 0.3; LYP inhibition: -3%; NOD2 inhibition: -2%; SIAH1 antagonists: 9%

# The results go on:
SMILES,Salmonella PhoP GFP,HIV fusion peptide,KOR beta-arrestin-1,KOR beta-arrestin-2,NOD1 NF-kB reporter,Myeloid diff 2,Myeloid diff 2 GFP+ MAC1+ %,LYP inhibition,NOD2 inhibition,SIAH1 antagonists
COc1ccc2c(c1)S(=O)(=O)c1ccccc1N2,-4%,-1.5%,4.0%,31%,6%,i,0.2,-5%,-5%,-4%
O=C(Cn1cnc2scc(-c3ccccc3)c2c1=O)NCc1ccco1,/,15%,-3.4%,-15%[20 µM],-45%,i,0.4,-2%,26%,i
CC(C)CCN1CCN(Cc2ccc3nsnc3c2)CC1CCO (stereo not drawn),0%,0.8%,-6.9%,-4%,-14%,i,0.1,-4%,1%,3%
CN(Cc1c(C(=O)N/N=C/c2cccc(O)c2)nnn1-c1nonc1N)c1ccccc1,4%,1.1%,7.4%,-66%,32%,i,0.0,-7%,-1%,-4%
CC(NC(=O)Cc1ccc(F)cc1)c1ccc(F)cc1 (stereo not drawn),-9%,0.3%,-2.3%,4%,-27%,i,0.2,9%,-11%,-4%
COc1ccccc1N(CC(=O)NCCc1ccccc1)S(C)(=O)=O,4%,-0.4%,3.3%,-16%,-9%,i,6.7,-1%,-1%,2%
Cc1ccc(-c2nc(NC(=O)c3ccc(S(=O)(=O)N(CCC#N)CCC#N)cc3)sc2-c2ccccc2)cc1,6%,-0.8%,7.8%,-13%,-68%,i,2.0,2%,-5%,11%
CCOC(=O)c1c(C)[nH]c(C(=O)COC(=O)c2cn(CC)c3nc(C)ccc3c2=O)c1C,/,0.5%,10%,14%,-23%,/,/,-10%,11%,-3%

# Part of the list above, as labelled records.
compound: N#CCSc1nnc(CNc2cccc(Cl)c2)o1
  Salmonella PhoP GFP: 12%
  HIV fusion peptide: 0.6%
  KOR beta-arrestin-1: 0.5%
  KOR beta-arrestin-2: -1%
  NOD1 NF-kB reporter: 8%
  Myeloid diff 2: i
  Myeloid diff 2 GFP+ MAC1+ %: 5.8
  LYP inhibition: -4%
  NOD2 inhibition: 0%
  SIAH1 antagonists: 1%
compound: CCC1(c2ccc(F)cc2)NC(=O)N(CC(=O)Nc2ccc(S(N)(=O)=O)cc2)C1=O (stereo not drawn)
  Salmonella PhoP GFP: -1%
  HIV fusion peptide: -0.6%
  KOR beta-arrestin-1: -4.5%
  KOR beta-arrestin-2: 2%
  NOD1 NF-kB reporter: -10%
  Myeloid diff 2: i
  Myeloid diff 2 GFP+ MAC1+ %: 0.3
  LYP inhibition: -1%
  NOD2 inhibition: 22%
  SIAH1 antagonists: 17%
